# NS5 inhibitors – Dengue-2 NS5 methyltransferase inhibitors, primary screen, biochemical, confirmation dose response (AID 588689); 0.3% of 340,000 active; one-dose inhibition, % at 25 µM; IC50 in µM for titrated hits; Dengue-2 NS5 methyltransferase capping enzyme assay, biochemical; higher % means a stronger effect; in the data active = a potency from the dose series; inconclusive = inhibition above about 29% without an active follow-up result
# West Nile antiviral – West Nile virus antiviral activity, cell-based, CPE readout (AID 1621); 0.02% of 290,000 active; CPE inhibition, % at 10 µM; hits with a dose series show IC50 in µM; West Nile virus-infected cells, CPE inhibition; higher % means a stronger effect; in the data active = a potency from the dose series; inconclusive = CPE inhibition mostly from about 3.7% at the one dose, without a potency; inactive = the rest, 99 in 100 with CPE inhibition below about 2.2%; note: strong numbers were not always called active
# UTI89 phage lysis – inhibition of K1F phage lysis, E. coli UTI89, bacterial capsule biogenesis inhibitors, alamar blue (AID 488966). E. coli UTI89 K1F phage lysis, alamar blue, 2 h; higher % means a stronger effect. 0.02% of 340,000 active. inhibition, % at 100 µM, or IC50 in µM where a hit was titrated;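 active = phage lysis inhibition, versus mean bacterial control, above a set limit; inconclusive = no clear call, values can overlap the other calls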;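 note: capsule biogenesis inhibitors block K1F phage lysis so surviving cells raise fluorescence; higher fluorescence means more inhibition of phage lysis; actives were called in the ten point dose series up to 300 µM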
# AID2073 – inhibitors of Mint1-CaV2.2 protein interaction, biochemical, HTRF (AID 2073). 0.19% of 290,000 active. inhibition, % at 20 µM; hits with a dose series show IC50 in µM. HTRF protein-protein interaction, Mint1-CaV2.2; higher % means a stronger effect; in the data active = inhibition mostly above about 51%, no sharp cut-off; inconclusive = no clear call, values can overlap the other calls; inactive = mostly below about 53%; note: some results filed as inactive read as strong as hits
# NTR1 agonist – agonists of NTR1, primary screen, imaging, U2OS cells, beta-arrestin-GFP, high content (AID 493036) | P30989 | NTR1-U2OS beta-arrestin-GFP spot imaging, agonist mode | activation, % at 20 µM | 0.17% of 330,000 active;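 active = activation at or above 40% of the spot to cytoplasm intensity ratio, with at least 20 cells analyzed; inconclusive = wells under 20 cells, flagged as cytotoxic or low count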;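 note: 0% = DMSO without peptide and 100% = 100 nM NTR1 peptide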
# Target sequence (P30989 whole entry, looked up): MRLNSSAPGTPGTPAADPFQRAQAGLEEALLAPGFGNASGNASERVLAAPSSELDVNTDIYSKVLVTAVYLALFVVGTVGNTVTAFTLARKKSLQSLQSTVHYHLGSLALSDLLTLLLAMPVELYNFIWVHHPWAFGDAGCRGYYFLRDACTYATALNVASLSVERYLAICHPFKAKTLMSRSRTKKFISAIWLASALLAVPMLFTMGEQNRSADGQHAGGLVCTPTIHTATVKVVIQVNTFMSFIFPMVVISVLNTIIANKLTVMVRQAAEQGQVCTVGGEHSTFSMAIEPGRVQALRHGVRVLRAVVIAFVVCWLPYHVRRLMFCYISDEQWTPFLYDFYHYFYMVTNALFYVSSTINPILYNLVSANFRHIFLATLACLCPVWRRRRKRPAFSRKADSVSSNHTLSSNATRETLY
# Large T inhibition – TAg ATPase/helicase activity blockers – biochemical (AID 1903). SV40 large T antigen ATPase/helicase inhibition assay; higher % means a stronger effect. one-dose inhibition, % at 20 µM; IC50 in µM for titrated hits. 0.39% of 310,000 active; in the data active = a potency from the dose series; inconclusive = inhibition mostly from about 32% at the one dose, without a potency; inactive = the rest, 99 in 100 with inhibition below about 32%; note: strong numbers were not always called active
# RSV CPE inhibition – RSV antiviral activity via CPE protection, HEp-2 cells, primary 10 µM value included (AID 2391). one-dose CPE inhibition, % at 10 µM; IC50 in µM for titrated hits. HEp-2 cells, RSV-induced CPE inhibition; higher % means a stronger effect. 0.13% of 310,000 active; in the data active = a potency from the dose series; inconclusive = CPE inhibition mostly from about 23% at the one dose, without a potency; inactive = the rest, 99 in 100 with CPE inhibition below about 21%; note: strong numbers were not always called active
# MgcRacGAP inhibition – MgcRacGAP GTPase-activating activity inhibitors, confirmation, biochemical, ADP Hunter fluorescence. MgcRacGAP-stimulated Rac1 GTP hydrolysis, ADP Hunter fluorescence; higher % means a stronger effect; GST-tagged Rac1 F28L mutant substrate. one-dose inhibition, % at 30 µM; IC50 in µM for titrated hits. 0.6% of 340,000 active;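 active = first-screen hits whose inhibition reached a set limit at any dose in the follow-up dose series; inconclusive = inhibition above the set first-screen limit but never retested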;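 note: fluorescence reports GDP produced by GAP-driven GTP hydrolysis; strong numbers were not always called active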
# SIAH1 antagonists – Siah-1 peptide-binding antagonists, primary screen, biochemical, fluorescence polarization, rhodamine-plectin, uHTS (AID 1817); Siah-1 / rhodamine-plectin peptide fluorescence polarization; higher % means a stronger effect; one-dose displacement, % at 20 µM; IC50 in µM for titrated hits; 0.02% of 290,000 active;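 active = displacement of at least 50% at 20 µM, with a fluorescence ratio check between 0.3 and a set limit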;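 note: plate controls were Siah plus tracer with DMSO for no effect and tracer alone without Siah for full effect; strong numbers were not always called active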
# NTR1 agonist cell count 20 µM – recorded beside NTR1 agonist, whose call it bears; cell count; measured here: cell count, cytotoxicity flag
# NS5 inhibitors pilot replicate – further read-out of NS5 inhibitors, marked with its call; inhibition, %; measured here: pilot screen replicate inhibition
# An asterisk follows results filed as active; ? = inconclusive; / = not tested or not shown; [ ] = dose if it differs, or a comment. Random draw from the library. Share with any hit: about 1.6%.
SMILES,NS5 inhibitors,West Nile antiviral,UTI89 phage lysis,AID2073,NTR1 agonist,NTR1 agonist cell count 20 µM,Large T inhibition,RSV CPE inhibition,MgcRacGAP inhibition,SIAH1 antagonists,others
Cc1noc(C)c1C(=O)NNc1ccc(C(C)C)cc1,-5%,-0.4%,0.1%,-28%,0.3,62,7%,-0.4%,-1%,3%,
O=C1CCCc2cc(S(=O)(=O)N3CCC(C(=O)NCc4ccccc4)CC3)ccc2N1,30%,-0.1%,0.0%,6%,0.6,63,4%,9.8%,3%,-2%,
O=C(Nc1nccs1)c1cccc(N2C(=O)C3C4C=CC(C4)C3C2=O)c1 (stereo not drawn),-4%,-1.1%,1.3%,-8%,1.4,35,0%,1.7%,2%,3%,
CCOc1ccc(NC(=O)CN(C)C(=O)CSC(C)C(=O)Nc2cc(C)on2)cc1OCC (stereo not drawn),-5%,-0.2%,-0.1%,12%,-0.2,52,3%,0.9%,8%,-3%,
COc1cccc(CN(C)CC(=O)Nc2c(C)cccc2C(C)C)c1,-5%,-0.2%,-0.1%,-4%,5.0,39,7%,1.9%,1%,6%,
COc1ccc(-c2nn(-c3ccccc3)cc2C(=O)Nc2nc(CC(C)=O)ns2)cc1,6%,0.2%,1.1%,3%,-0.4,46,16%,3.5%,4%,-3%,
NNC(=O)c1cc(C23CC4CC(CC(C4)C2)C3)[nH]n1,4%,-0.3%,0.1%,-5%,0.2,53,20%,0.0%,17%,12%,
COc1cccc(/C=N/NC(=O)CNC(=O)c2cccs2)c1O,2%,-0.2%,0.2%,10%,-1.0,51,17%,-0.1%,10%,7%,
O=C(Nc1ccc2nc(-c3cccs3)c(-c3cccs3)nc2c1)N1CCOCC1,-11%,1.5%,8.9%,30%,10,55,4%,-1.2%,5%,-1%,
O=C(N/N=C/c1ccc([N+](=O)[O-])o1)c1cn(-c2ccccc2)nc1-c1ccc(F)cc1,/,0.0%,/,57%,15,43,-1%,0.7%,/,4%,
Cc1cc(C)c(NC(=O)c2ccccc2CCc2ccccc2)c(C)c1,-1%,0.9%,0.5%,-12%,4.3,49,1%,1.6%,9%,1%,
Cc1cc(CSc2ccccc2)ccc1NC(=O)c1ccc(C)c([N+](=O)[O-])c1,-13%,-0.6%,0.1%,10%,5.5,76,11%,9.0%,11%,-2%,
COC(=O)c1cccc(NC(=O)c2cccc([N+](=O)[O-])c2)c1,/,-1.1%,1.8%,10%,0.8,50,9%,0.9%,12%,-1%,
CCc1ccc(NC(=O)Cc2ccc(-n3cccc3)cc2)cc1,-8%,-0.5%,4.5%,19%,-1.3,54,3%,1.7%,4%,21%,
Cc1ccc(S(=O)(=O)N(C)c2c(C)ccc(S(=O)(=O)N3CCN(C=O)CC3)c2C)cc1,-9%,-1.2%,1.8%,-3%,1.5,42,1%,5.2%,1%,1%,
O=C(c1cc2ccccc2oc1=O)N(c1ccc(Cl)cc1)C1C=CS(=O)(=O)C1 (stereo not drawn),3%,-1.6%,3.8%,-7%,1.4,38,4%,1.1%,2%,-6%,
Cc1n[nH]c(C)c1S(=O)(=O)NCCc1ccc(Cl)cc1,4%,-0.2%,0.4%,-3%,2.3,61,7%,4.2%,5%,0%,
C[C@H](CO)N1C[C@H](C)[C@@H](CN(C)S(=O)(=O)c2cccs2)Oc2c(NC(=O)C3CCCCC3)cccc2C1=O,-3%,/,4.9%,/,11,63,/,/,4%,/,
N/C(=N\OC(=O)CCC1CCCC1)c1ccccn1,-1%,0.1%,1.4%[50 µM],-1%,-0.9,64,15%,1.0%,4%,7%,
Cc1oc(-c2ccccc2)cc1C(N)=O,5%,0.7%,4.2%,7%,2.5,56,12%,?,10%,6%,
Cn1c(CCNS(=O)(=O)c2ccccc2)nnc1SCc1cccnc1,-4%,1.4%,0.4%,-2%,-0.6,46,2%,1.7%,3%,0%,
Cc1c(C(=O)Nc2ccc(S(=O)(=O)Nc3ncccn3)cc2)oc2ccc(F)cc12,-3%,0.0%,0.1%[50 µM],?,1.5,63,0%,0.7%,-2%,1%,
CC12CN3CC(C)(CN(C1)C3c1ccc3c(c1)OCO3)C2O (stereo not drawn),-2%,0.1%,0.1%,-7%,0.8,56,14%,1.3%,3%,-4%,
COc1ccc(C(c2nnnn2C2CCCC2)N2CCN(C3CCCC3)CC2)cc1OC (stereo not drawn),-15%,-0.2%,0.4%,-6%,-0.8,50,1%,2.4%,-4%,6%,
Cc1ccc(NC(=O)CSc2nc3c(c(=O)[nH]2)CCC3)cc1C,-1%,-0.4%,5.3%,-2%,1.3,61,22%,0.9%,6%,7%,
CCCn1c(SCC(=O)Nc2cccc(C)n2)nnc1-c1ccco1,-2%,/,3.4%,-5%,0.2,77,14%,1.2%,8%,-1%,
COc1ccc2nc(NC3=NCCC3)sc2c1,6%,0.1%,1.8%,-1%,-3.8,80,2%,0.8%,5%,-2%,
CC(C)(C)NC(=O)COC(=O)c1c2c(nc3ccccc13)CCC2,-6%,-0.1%,-0.1%,14%,1.6,42,4%,3.2%,9%,-2%,
COc1ccc2c(c1)O/C(=C\c1ccco1)C2=O,-8%,0.6%,0.6%,12%,1.1,37,21%,2.3%,15%,0%,
Cc1cc(C)cc(C(=O)NCCCc2ccccc2)c1,-4%,-1.1%,-0.3%,-5%,-1.7,75,3%,0.1%,4%,1%,
O=C(COc1ccc(/C=N/NC(=O)c2ccccc2Br)cc1)Nc1ccccc1,-1%,-0.4%,-0.8%,-2%,0.3,128,23%,3.1%,12%,1%,
N/C(Cc1ccc(Cl)cc1)=N\OC(=O)c1ccccc1,-3%,0.7%,-0.2%,-5%,0.3,71,2%,0.2%,6%,1%,
CCCN(Cc1cc2ccc(C)cc2[nH]c1=O)C(=O)c1ccccn1,-12%,0.1%,1.9%,1%,0.6,68,0%,0.2%,-3%,3%,
Cc1ccc(C(=O)NCc2ccncc2)cc1S(=O)(=O)N1CCOCC1,-5%,-0.2%,0.5%[50 µM],12%,-0.2,71,13%,1.1%,9%,4%,
CC(=O)Oc1ccc2oc(C)c(C(=O)N3CCOCC3)c2c1,2%,0.4%,3.9%,-3%,2.2,53,4%,1.7%,6%,1%,
CCOc1ccc(NC(=O)CN(C)C(=O)C2CC(=O)N(Cc3ccco3)C2)cc1OCC (stereo not drawn),2%,/,1.6%[50 µM],/,0.0,55,/,0.8%,-1%,/,
COc1ccc(Cl)cc1S(=O)(=O)N1CCC(C(=O)NCc2ccco2)CC1,-5%,0.8%,-0.3%[50 µM],-4%,-0.5,52,15%,1.7%,7%,-1%,
CCC(C(=O)OCC(=O)c1c(N)n(CC(C)C)c(=O)n(C)c1=O)c1ccccc1 (stereo not drawn),4%,/,0.4%[50 µM],/,7.1,76,6%,14%,3%,/,
Cc1ccc(NC(=O)NCc2ccccn2)c(C)c1,-3%,-0.1%,0.1%,3%,0.2,65,16%,1.4%,9%,5%,
CN1CCN(C(=O)CCC(=O)O)CC1,0%,-0.1%,0.0%,-11%,-0.6,65,10%,2.1%,-9%,-7%,
Cc1c(C(=O)O)sc(S(=O)(=O)N2CCN(C(=O)Cc3ccc(F)cc3)CC2)c1C(=O)O,-9%,/,0.9%[50 µM],/,0.7,65,/,2.1%,3%,/,
CCC(C)N1CCN(S(=O)(=O)c2ccc(NC(C)=O)cc2)CC1 (stereo not drawn),-2%,0.0%,-2.2%,7%,-0.8,48,17%,1.8%,18%,3%,
CN(C(=O)c1ccco1)c1ccccc1C(=O)O,-6%,0.1%,0.9%,10%,-0.6,62,6%,0.8%,4%,-4%,NS5 inhibitors pilot replicate=-3.1
CC(C)C(c1nnnn1C(C)(C)C)N1CCC(Cc2ccccc2)CC1 (stereo not drawn),-8%,-1.4%,0.2%,6%,/,/,4%,2.5%,6%,-9%,
Cc1cc(=O)n2[nH]c(N)c(N=Nc3ccccc3)c2n1,-5%,-0.6%,0.1%[50 µM],-5%,/,/,12%,2.1%,10%,1%,
Cc1ccc(S(=O)(=O)CC(=O)Nc2cccc(C)n2)cc1,-1%,-0.3%,0.1%,15%,0.1,50,-1%,0.3%,6%,-6%,
Cc1ccc(CN2CC(C(=O)Nc3cccc(S(=O)(=O)N4CCCCC4)c3)CC2=O)cc1 (stereo not drawn),-6%,-1.1%,2.8%,13%,0.5,55,7%,15%,11%,13%,
O=C(NCC(c1ccc(F)cc1)N1CCOCC1)c1cccnc1Sc1ccccc1Cl (stereo not drawn),-1%,/,1.6%[50 µM],/,-1.0,57,2%,-1.5%,6%,/,
O=C(CN1C(=O)c2cccc([N+](=O)[O-])c2C1=O)NNC(=O)c1ccc(F)cc1,-2%,/,0.3%[50 µM],/,1.4,60,/,/,6%,/,
CN(C)S(=O)(=O)n1cc(/C=C(\NC(=O)c2ccccc2Cl)C(=O)N2CCCC2)c2ccccc21,-3%,0.2%,0.4%,-1%,0.6,40,10%,1.3%,5%,-4%,
# More entries:
SMILES,NS5 inhibitors,West Nile antiviral,UTI89 phage lysis,AID2073,NTR1 agonist,NTR1 agonist cell count 20 µM,Large T inhibition,RSV CPE inhibition,MgcRacGAP inhibition,SIAH1 antagonists,others
COc1ccccc1OCCNC(=O)/C=C/c1ccc([N+](=O)[O-])cc1,-2%,-1.3%,2.3%[50 µM],-4%,1.9,48,1%,3.2%,15%,1%,
O=C(CSc1n[nH]c(-c2cccs2)n1)NCc1ccc2c(c1)OCO2,-3%,1.7%,0.9%,2%,-0.5,87,3%,2.9%,8%,-1%,NS5 inhibitors pilot replicate=-7.3
COC(=O)c1ccc(NC(=O)CSc2nc(C)cc(=O)[nH]2)cc1,2%,-0.1%,0.6%,6%,-2.1,86,9%,-1.9%,8%,1%,NS5 inhibitors pilot replicate=-2.1
CN(c1nc2nonc2nc1NC1CC1)C1CCOC1 (stereo not drawn),2%,0.3%,-0.7%,-2%,-0.8,30,27%,0.2%,-2%,0%,
O=C(c1ccccc1Cl)N(Cc1ccc(Br)cc1)N1C(=O)CCCC1=O,6%,0.7%,0.3%,-4%,-1.3,52,4%,-0.5%,8%,-3%,
O=C(CN1CCSCC1)N/N=C/c1ccccc1F,-2%,0.3%,4.6%,-3%,-0.6,73,4%,-0.5%,16%,0%,
COCC(C)NCc1cccc(C)c1 (stereo not drawn),3%,-0.4%,3.6%,8%,1.1,65,7%,1.0%,5%,-2%,

# Source: PubChem (several laboratories)
